# High-throughput results as filed in PubChem BioAssay.
# FLuc modulator: firefly luciferase modulation, counter-screen for miR-21 project; P08659; purified FLuc, Km substrates, luminescence inhibition; Potency, µM (titrated, usually from 57.5 µM), for inactives: at the top dose activity change, negative = inhibition, most hits filed as inhibitors; actives 6.9% (n = 360,000); AID 588342;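 further: plate controls were vehicle for no effect and reference inhibitor for full effect; nearly all actives have a fitted effect of over 55% in size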
#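 Biochemical qHTS of compounds, final roughly 60 µM downward over six points, against 10 nM purified firefly luciferase using Km concentrations of substrates (10 uM D-luciferin, 10 uM ATP) in Tris acetate pH 7.5 buffer; luminescence output.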
# p53 reactivator: mutant p53 re-activation in reporter cells; Potency, µM (titrated, usually from 92.2 µM), for the others: at the highest dose activity change, positive = activation, actives largely listed as activators; actives 0.063% (n = 320,000); H1299 p53-A138V BP100-luciferase reporter, luminescence, 24 h; further: % of control where 0% means no effect; nearly all actives have a fitted effect of over 45% in size
#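 H1299 (p53-null), stable ts p53-A138V + BP100-Luc; 1000 cells/well, Opti-MEM/10% FBS; cpd 4 pt, 1:5; 24 h, 37 deg C, 5% CO2; detection reagent 10 min RT; luminescence.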
# ELG1 genotox: genotoxicity induction in ELG1-luciferase HEK293T cells. actives 1.3% (n = 330,000). AID 504466. Potency, µM (top dose mostly 46 µM), for inactives: at the highest dose activity change, positive = activation, most hits filed as activators. HEK293T ELG1-luciferase reporter, luminescence, 16 h; further: % of control where 0% means no effect; nearly all actives have a fitted effect of over 60% in size
#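 DMSO vehicle served as control against compound-treated ELG1-luciferase HEK293T cells; exposure lasted 16 hr at 37 °C and 5% CO2, followed by ONE-Glo luminescence detection after 30 min.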
# VP16 counter: Gal4-VP16 reporter inhibition counter-screen. Potency, µM (top dose mostly 53.6 µM), inactives show at the highest dose activity, negative = inhibition, actives largely listed as inhibitors. actives 3.5% (n = 310,000). Drosophila S2 Gal4-VP16 UAS-luciferase, luminescence, 20 h. AID 2546;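 further: Gal4-VP16 expression switched on by copper sulfate through the metallothionein promoter; on the % scale 0 is the no-effect control and ±100 the full control effect; nearly all actives have a fitted effect of over 50% in size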
# BRCA1 expr up: activators of BRCA1 expression; MCF7-BRCA1-FFLuc reporter, luminescence, 48 h; response scale: scaled: vehicle 0%, 10 µM genistein 100%; Potency, µM (highest dose often 46.1 µM), without a hit: top-dose activation, hits mostly activators; actives 1.1% (n = 380,000); AID 624202; further: nearly all actives have a fitted effect of over 80% in size; some results filed as inactive show a strong effect at the top dose
#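 Compounds are tested at multiple concentrations on MCF7 BRCA1-luciferase reporter cells seeded at 2000 per well; after 48 h, a single luminescence end-point is taken and curves fitted to the normalized data.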
# NPC1 prom act: activators of NPC1 promoter | Huh7 NPC1 promoter luciferase reporter, 24 h | Potency, µM (doses to about 9.22 µM), for inactives: top-dose activation, hits mostly activators | actives 2.4% (n = 320,000);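 further: % of control where 0% means no effect; nearly all actives have a fitted effect of over 60% in size; reporter is driven by a mutant NPC1 promoter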
#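 NPC1 promoter–luciferase Huh7 cells; 24 h compound; luminescence.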
# Rab9 promoter act: activates the Rab9 promoter; Huh7 Rab9 promoter-luciferase reporter, luminescence, 24 h; AID 485297; Potency, µM (top dose mostly 9.22 µM), for the others: top-dose activation, negative = inhibition, hits mostly activators; actives 2.8% (n = 320,000); further: % of control where 0% means no effect; nearly all actives have a fitted effect of over 60% in size
#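 Using Huh7 cells stably transfected with Rab9 promoter–luciferase, compounds were incubated 24 h at 37 °C, 5% CO2; luciferase luminescence was read 10 min after reagent addition.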
# RORgamma inh: ROR gamma (mouse) transcription inhibition | Potency, µM (highest dose often 53.6 µM), for the others: at the highest dose activity change, negative = inhibition, usual class: inhibitors | actives 5.4% (n = 310,000) | Drosophila S2 Gal4-RORgamma UAS-luciferase reporter, 20 h; further: on the % scale 0 is the no-effect control and ±100 the full control effect; nearly all actives have a fitted effect of over 60% in size
# Target sequence (P51450 whole entry, looked up, the tested form may be a part): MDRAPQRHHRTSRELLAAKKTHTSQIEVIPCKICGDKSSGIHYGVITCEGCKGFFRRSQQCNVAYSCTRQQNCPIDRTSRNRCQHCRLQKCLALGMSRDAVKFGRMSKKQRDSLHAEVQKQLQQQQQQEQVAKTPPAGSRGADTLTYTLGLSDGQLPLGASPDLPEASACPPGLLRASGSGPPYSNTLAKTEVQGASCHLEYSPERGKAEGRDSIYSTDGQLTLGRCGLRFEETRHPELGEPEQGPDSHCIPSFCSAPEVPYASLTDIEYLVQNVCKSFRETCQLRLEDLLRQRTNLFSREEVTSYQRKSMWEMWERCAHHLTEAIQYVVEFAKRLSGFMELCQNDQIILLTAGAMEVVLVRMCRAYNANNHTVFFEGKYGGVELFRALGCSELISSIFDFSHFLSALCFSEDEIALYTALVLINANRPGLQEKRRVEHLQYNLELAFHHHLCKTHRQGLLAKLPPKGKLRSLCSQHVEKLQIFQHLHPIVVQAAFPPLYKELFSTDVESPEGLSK
#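 Drosophila S2 cells stably expressing Gal4-DBD/mouse RORγ fusion under metallothionein promoter plus UAS-luciferase; compound 1 h, then 700 uM CuSO4 induction for 20 h at ambient temperature; inhibition read as reduced luminescence.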
# uPA surface inh: cell surface uPA generation inhibition; AID 540303; actives 0.31% (n = 330,000); Potency, µM (highest dose often 38.3 µM), inactives show top-dose activity change, negative = inhibition, usual class: inhibitors; cell surface uPA generation assay, qHTS; active means well fitted inhibition curve with a large enough effect; inconclusive means small, poorly fitted or top-dose-only effect; inactive means no such curve, though single readings can be large or run the other way; tested in mouse RAW 264.7 cells; further: on the % scale 0 is the no-effect control and ±100 the full control effect; nearly all actives have a fitted effect of over 55% in size
# MBNL1 CUG block: blocks human MBNL1 binding to CUG repeat RNA; TR-FRET MBNL1-His/biotin-(CUG)12 binding, 665/545 ratio; Potency, µM (series often up to 57.5 µM), inactives show at the top dose activity change, negative = inhibition, most hits filed as inhibitors; actives 0.036% (n = 280,000); active means well fitted inhibition curve with a large enough effect in the signal ratio, with a control signal flat, not every such curve was filed as active; inconclusive means small, poorly fitted or top-dose-only effect, or effect the other way, or a change in a side signal; inactive means no such curve, though single readings can be large or run the other way; the % refers to the signal ratio; further: on the % scale 0 is the no-effect control and ±100 the full control effect
# Target sequence (Q9NR56 whole entry, looked up): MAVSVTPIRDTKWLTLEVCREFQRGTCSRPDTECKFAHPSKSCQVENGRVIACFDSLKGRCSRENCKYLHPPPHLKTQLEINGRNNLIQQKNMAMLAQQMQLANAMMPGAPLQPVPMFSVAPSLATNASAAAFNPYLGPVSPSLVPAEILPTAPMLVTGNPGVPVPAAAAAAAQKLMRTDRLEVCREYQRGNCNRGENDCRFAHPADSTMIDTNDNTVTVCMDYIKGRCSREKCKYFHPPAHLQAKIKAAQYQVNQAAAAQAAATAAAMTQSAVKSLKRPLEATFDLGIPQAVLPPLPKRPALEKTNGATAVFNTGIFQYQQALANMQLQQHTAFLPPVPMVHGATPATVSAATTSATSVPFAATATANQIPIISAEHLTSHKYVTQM
#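 TR-FRET readout: Ex 340 nm, 665/545 nm emission ratio, normalized to buffer-only (basal) and MBNL1-(CUG)12 controls. Complex of MBNL1-His with Biotin-(CUG)12, compounds 92 nM–58 uM, incubated 60 min at room temperature.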
# Numbers without * were called inactive; u = inconclusive; x = not tested or not shown; & = joins results of further samples; [ ] = dose if it differs, or a comment. Unless noted, the call rests on the fitted dose curve; in most records, active means well fitted curve in the direction sought with a large enough effect; inconclusive means small, poorly fitted or top-dose-only effect, or another doubt; inactive means no such curve, though single readings can be large; an effect the other way counts as inactive or inconclusive. Potency means the concentration at half of the fitted maximal effect.
compound	FLuc modulator	p53 reactivator	ELG1 genotox	VP16 counter	BRCA1 expr up	NPC1 prom act	Rab9 promoter act	RORgamma inh	uPA surface inh	MBNL1 CUG block
O=C(NCc1ccc2c(c1)OCO2)C1CCCN1C(=O)Nc1cccc(F)c1 (stereo not given)	-0.8%	-4.2%	2.0%	-1.0%	-23.0%	1.3%	0.2%	10.5%	-3.4%	-1.8%
O=C(NCCCN1CCOCC1)c1cc(-c2ccccc2)on1	-3.4%	u	18.4µM*	3.3%	-59.3%	14.4%	27.4%	-1.2%	u	-4.5%
CCN1CCCC(OC(=O)Nc2ccccc2)C1 (stereo not given)	-18.2%	4.1%	2.5%	16.9%	-12.1%	-0.7%	-2.2%	u	1.0%	20.4%
Cc1ccc(N=C/C(C(=O)C(F)(F)F)=C(\O)c2cccs2)cc1	13.5µM*	2.3%	u	u	0.0%	1.78µM*	1.78µM*	u	-8.7%	22.2%
CC(=O)Nc1ccc(C2=NN(CC#N)C(=O)SC2)cc1	-0.2%	-4.3%	2.2%	1.7%	1.7%	0.3%	-0.8%	15.1%	3.4%	8.8%
O=C(c1ccccc1)N1CCC(CC2CC(c3ccc(Cl)cc3)=NO2)(C(=O)NCC2CCCCC2)CC1 (stereo not given)	-0.1%	x	-5.7%	11.9%	-20.5%	-3.1%	-1.4%	40.6%	-12.2%	1.1%
C(=N\Nc1ncnc2ccccc12)/c1ccccc1	3.01µM*	27.0%	u	1µM*	-10.5%	29.3%	2.82µM*	2.51µM*	-4.2%	u
Cc1cc(C)cc(NC(=O)CN2CCN(c3ccccn3)CC2)c1	0.5%	-4.2%	-0.3%	2.8%	-12.4%	-0.8%	-3.5%	2.8%	5.3%	-6.5%
O=C1[C@@H]2CSCN2C(=O)CN1Cc1c(F)cccc1Cl	-2.1%	6.6%	-4.5%	3.9%	-15.6%	2.5%	-3.1%	6.2%	-9.4%	-3.3%
CC1=C(C(=O)OCC(C)C)C(c2ccsc2)C2=C(CCCC2=O)N1 (stereo not given)	-1.7%	-4.8%	2.2%	-3.0%	-20.0%	-1.6%	-3.9%	37.1%	8.1%	9.6%
O=C(NC1CCCC1)C(c1ccccn1)N(C(=O)c1csnn1)c1ccccc1Cl (stereo not given)	2.1%	0.7%	1.2%	1.8%	-28.0%	0.1%	-3.2%	-10.2%	5.2%	-3.9%
COCc1cc(Sc2c(Cl)cccc2Cl)nc(-c2ccccc2)n1	8.0%	-16.2%	0.2%	-1.3%	-68.8%	0.4%	-0.4%	40.4%	7.5%	-8.4%
CN(C)c1ccc(CNC(=O)CCS(=O)(=O)c2ccc3c(c2)oc(=O)n3C)cc1	0.4%&0.0%	0.7%	2.1%	-3.2%	-3.9%	-2.7%	5.9%	-27.2%	-8.7%	-11.0%
CN1CCN(S(=O)(=O)c2ccc(N)cc2)CC1	2.0%	-5.0%	2.6%	-5.5%	16.7%	-1.3%	2.4%	-10.4%	2.4%	-5.6%
CCC(=O)Nc1ccc(S(=O)(=O)NCc2ccco2)cc1	-1.5%	-4.9%	2.9%	8.5%	-7.0%	2.5%	-1.4%	13.7%	0.5%	-2.1%
CCOC(=O)C1=C(C)NC(=O)NC1c1ccc(F)cc1 (stereo not given)	0.2%	-8.9%	-2.2%	-4.0%	5.3%	-1.2%	-2.2%	-10.0%	9.0%	-9.8%
COc1ccc(C(=O)Nc2ccc(C(=O)NCC3CCCO3)cc2)c(OC)c1OC (stereo not given)	-1.5%	-3.7%	-0.3%	4.4%	-4.9%	2.0%	-2.6%	-19.2%	0.6%	-5.8%
Cc1[nH]c(=O)cc2ccccc12	5.6%	6.0%	-3.8%	-13.2%	-11.5%	0.7%	-1.1%	-3.7%	2.1%	-4.6%
COc1cnc(-c2ccccc2)nc1Oc1ccc(C(C)(C)C)cc1	0.6%	2.5%	-3.8%	1.7%	-0.1%	0.7%	-4.2%	40.9%	-2.7%	-13.0%
CCC(C)n1cnc2c(c1=O)c1nc3ccccc3nc1n2Cc1ccc(OC)cc1 (stereo not given)	2.4%	-5.4%	0.4%	-12.5%	-92.5%	-4.0%	-2.1%	u	-3.0%	5.8%
O=C(NCC1CC1)c1ccc(Oc2cc(Cl)cc(Cl)c2)o1	-0.7%	-2.1%	3.1%	-14.9%	-6.5%	-1.9%	-1.0%	37.9%	-21.8%	x
O=C(Nc1ccccc1)C1CCN(C(=O)c2ccc([N+](=O)[O-])cc2)CC1	4.5%	-2.1%	1.0%	-21.1%[10 µM]	-54.0%	-12.3%	-0.9%	11.1%	-2.1%	u
CCOC(=O)N1CCN(S(=O)(=O)c2ccc(C(=O)N(CCN(C)C)c3nc4ccc(CC)cc4s3)cc2)CC1	0.7%	u	14.4%	-3.4%	76.2%	6.2%	17.6%	-21.7%	4.4%	-4.4%
COc1cc2cc(C(N)=O)c(N)nc2cc1OC	-9.8%	-0.1%	1.0%	-8.7%	14.7%	0.9%	0.7%	-22.4%	-10.2%	8.0%
C=CCN1C(=O)C(CC(=O)NCC)SC1=Nc1ccc(S(N)(=O)=O)cc1 (stereo not given)	4.8%	2.1%	-1.0%	1.1%	-4.0%	-3.5%	-2.9%	2.7%	11.8%	0.1%
c1ccc2[nH]c(CCCc3nc4ccccc4[nH]3)nc2c1	-0.5%	x	1.4%	2.2%	26.0%	6.7%	-2.1%	-2.3%	-1.7%	-17.0%
Cc1ccc(-c2[nH]nc3c2C(C)C(C#N)=C(N)O3)cc1 (stereo not given)	-1.2%	-5.9%	-0.8%	4.1%	-14.4%	-0.6%	0.4%	-0.8%	2.5%	-12.4%
C/C(=N\Nc1ccc([N+](=O)[O-])cc1)c1ccc(C#N)cc1	-1.3%	-1.5%	0.0%	1.9%	-2.0%	-3.2%	-2.7%	5.2%	-0.5%	x
Cc1ccc(/C=C(\C#N)C(=O)Nc2cccc(C)n2)cc1	2.39µM*	3.2%	-3.0%	-2.7%	-3.7%	4.3%	-2.1%	1.9%	3.2%	26.4%
O=C(OCn1nnc2ccccc2c1=O)c1ccc(O)cc1	-3.6%	1.1%	2.4%	-9.7%	15.1%	-5.7%	-5.1%	-5.2%	0.2%	-0.1%

# Just VP16 counter, for two of the compounds above:
mol	VP16 counter
Cc1[nH]c(=O)cc2ccccc12	-13.2%
COc1ccc(C(=O)Nc2ccc(C(=O)NCC3CCCO3)cc2)c(OC)c1OC (stereo not given)	4.4%

# Continued.
compound	FLuc modulator	p53 reactivator	ELG1 genotox	VP16 counter	BRCA1 expr up	NPC1 prom act	Rab9 promoter act	RORgamma inh	uPA surface inh	MBNL1 CUG block
Cc1ccc(S(=O)(=O)NCC2CCC(C(=O)NCc3ccccn3)CC2)cc1 (stereo not given)	-1.0%	-1.7%	0.6%	-9.6%	2.8%	-1.1%	0.6%	9.1%	1.7%	-0.4%
COC(=O)c1ccc(CSc2nnnn2C)o1	2.1%	1.0%	-4.3%	11.4%	4.3%	-0.5%	1.4%	14.0%	-4.2%	-17.0%
NS(=O)(=O)c1ccc(CCNc2nc(CN3CCCCC3)nc3sc4c(c23)CCC4)cc1	4.7%	-9.5%	0.0%	9.3%	-41.5%	-1.9%	0.5%	25.4%	x	-4.6%
Cn1c(/C(C#N)=C(\O)CN2CCN(Cc3ccccc3)CC2)nc2ccccc21	4.2%	-5.5%	-4.4%	22.4µM*	-10.0%	1.9%	4.5%	5.62µM*	-1.6%	0.0%
Nc1nc(OCc2ccccc2)c2[nH]cnc2n1	x	x	x	x	9.1%	2.0%[46.1 µM]	4.8%[46.1 µM]	x	-29.1%	x
COC(=O)/C(C#N)=C/N(C)C	-1.1%	2.2%	2.0%	4.2%	2.0%	2.4%	2.3%	19.4%	0.2%	-3.8%
Cc1ccc(NC(=O)C[n+]2ccccc2)cc1C	1.1%	x	-0.3%	2.2%	0.0%	-3.6%	-1.2%	-5.9%	15.2%	-4.3%
O/N=C(\CN1CCCCC1)c1ccccc1	-2.9%	4.8%	-6.8%	4.2%	-3.2%	-5.5%	-2.2%	9.5%	-13.6%	11.7%
COc1cc2ccccc2cc1C(=O)Nc1ccc(CN2CCOCC2)cc1	15.1µM*	5.9%	-10.6%	-4.1%	41.7%	19.3%	18.5%	-19.0%	-5.2%	6.5%
CC(=O)N(C)c1ccc(NC(=O)c2ccc([N+](=O)[O-])cc2Cl)cc1	-1.1%	-1.9%	6.7%	u	-7.1%	1.9%	2.0%	-9.1%	-1.9%	x

# Compounds listed so far containing a nitro group on carbon (3):
compound	FLuc modulator	p53 reactivator	ELG1 genotox	VP16 counter	BRCA1 expr up	NPC1 prom act	Rab9 promoter act	RORgamma inh	uPA surface inh	MBNL1 CUG block
O=C(Nc1ccccc1)C1CCN(C(=O)c2ccc([N+](=O)[O-])cc2)CC1	4.5%	-2.1%	1.0%	-21.1%[10 µM]	-54.0%	-12.3%	-0.9%	11.1%	-2.1%	u
C/C(=N\Nc1ccc([N+](=O)[O-])cc1)c1ccc(C#N)cc1	-1.3%	-1.5%	0.0%	1.9%	-2.0%	-3.2%	-2.7%	5.2%	-0.5%	x
CC(=O)N(C)c1ccc(NC(=O)c2ccc([N+](=O)[O-])cc2Cl)cc1	-1.1%	-1.9%	6.7%	u	-7.1%	1.9%	2.0%	-9.1%	-1.9%	x
